Source: PubChem BioAssay
HTT cytoprotect – protects HTT-Q103 PC12 cells, measured by ATP; PC12 HTT-Q103 induced, cytoprotection, ATP luminescence, 40 h; Potency, µM (doses to about 56.4 µM), for the others: cytoprotection (ATP increase), actives largely listed as activators; actives 0.14% (n = 230,000);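 also: % of control where 0% means no effect; nearly all actives have a fitted effect of over 45% in size; toxic huntingtin expression switched on by the ecdysone agonist tebufenozide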
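Readout: ATPlite luminescence (ATP level). Model: stable PC12, inducible Htt exon1 Q103-GFP. Inducer: tebufenozide, 100 nM final. Compounds: dose series. No G418 in medium.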
Tau fibril ThT – tau fibrillization inhibition (ThT binding); P10636; recombinant tau K18 P301L, heparin-induced fibrillization, ThT fluorescence; Potency, µM (doses to about 57.4 µM), for the others: at the highest dose activity, negative = inhibition, usual class: inhibitors; actives 2.1% (n = 270,000); also: % is scaled to controls: 0 for no effect and ±100 for the full control effect; nearly all actives have a fitted effect of over 55% in size
Target sequence (P10636 561-689 P618L limits assumed): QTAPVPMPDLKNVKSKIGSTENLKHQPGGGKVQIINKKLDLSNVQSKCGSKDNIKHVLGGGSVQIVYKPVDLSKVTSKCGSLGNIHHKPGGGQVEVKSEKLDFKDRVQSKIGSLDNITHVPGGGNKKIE
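Aggregation was driven by heparin (20 uM final) acting on recombinant tau […] bearing P301L in 100 mM sodium acetate pH 7; fibrils were detected with Thioflavin T.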
HTT aggregate – inhibitors of mutant huntingtin aggregate formation in PC12 cells; PC12 HttQ103-GFP aggregates, Acumen cytometry, 40 h; Potency, µM (series often up to 46.1 µM), without a hit: at the highest dose activity change, negative = inhibition, most hits filed as inhibitors; actives 1.1% (n = 220,000); AID 1688; also: % is scaled to controls: 0 for no effect and ±100 for the full control effect; nearly all actives have a fitted effect of over 60% in size
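Steps: seed 1500 PC12 HTTQ103-GFP cells/well; add tebufenozide, 100 nM final; add compound titration; add ATPLite reagent; quantify GFP aggregates by laser scanning cytometry.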
ALDH1A1 block – ALDH1A1 (human) enzyme inhibition; Purified ALDH1A1, NADH fluorescence, propionaldehyde substrate; Potency, µM (highest dose often 75.3 µM), without a hit: top-dose activity, negative = inhibition, hits mostly inhibitors; actives 7.3% (n = 220,000); active = well fitted inhibition curve with a large enough effect, not every such curve was filed as active; inconclusive = small, poorly fitted or top-dose-only effect, or another doubt; inactive = no such curve, though single readings can be large or run the other way;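 also: plate controls were no enzyme wells and a reference inhibitor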
Target sequence (P00352 whole entry, looked up): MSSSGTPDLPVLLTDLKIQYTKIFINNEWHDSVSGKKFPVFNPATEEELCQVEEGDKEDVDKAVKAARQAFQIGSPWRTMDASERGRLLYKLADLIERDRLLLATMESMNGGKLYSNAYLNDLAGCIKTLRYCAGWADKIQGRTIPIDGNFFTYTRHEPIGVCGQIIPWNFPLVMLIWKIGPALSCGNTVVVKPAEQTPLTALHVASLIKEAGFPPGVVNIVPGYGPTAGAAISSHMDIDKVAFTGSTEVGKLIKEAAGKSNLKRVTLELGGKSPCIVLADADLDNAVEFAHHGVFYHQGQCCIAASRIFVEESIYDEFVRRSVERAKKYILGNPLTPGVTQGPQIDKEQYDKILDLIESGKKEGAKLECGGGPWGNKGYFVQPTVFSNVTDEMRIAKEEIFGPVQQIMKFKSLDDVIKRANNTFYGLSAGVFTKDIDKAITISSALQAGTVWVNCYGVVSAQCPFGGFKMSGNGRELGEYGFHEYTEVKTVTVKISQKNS
SMN2 splice up – SMN2 splice variant enhancement; HEK293 SMN2-luciferase splicing reporter, luminescence, 30-36 h; Potency, µM (doses to about 46.1 µM), without a hit: top-dose activity change, positive = activation, usual class: activators; actives 2.8% (n = 210,000); AID 1458; also: % of control where 0% means no effect; nearly all actives have a fitted effect of over 55% in size
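HEK293 cells carry an SMN2 minigene-luciferase reporter in which exon 7 inclusion puts luciferase in frame. Cells were seeded at 2000 cells/well, attached for 10-12 hours, then exposed to compounds for 30-36 hours at 37C before ONE-Glo luminescence.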
Tau FP inhib – blocks human tau fibril formation measured by polarization. P10636. K18 P301L tau heparin fibrillization, Alexa594 FP, 6 h. Potency, µM (top dose mostly 57.7 µM), without a hit: at the highest dose activity, negative = inhibition, most hits filed as inhibitors. actives 0.39% (n = 280,000); also: % is scaled to controls: 0 for no effect and ±100 for the full control effect; nearly all actives have a fitted effect of over 55% in size
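K18 P301L tau (15 uM unlabeled/0.24 uM Alexa 594-labeled, final) + compound + heparin 20 uM final; 100 mM NaOAc pH 7; 6 hr 37 C; ThT 30 uM final added, 1 hr RT; FP ex 555/em 632 nm.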
Tau fluor counter – counter-screen for tau fibril formation inhibitors; Potency, µM (series often up to 57.7 µM), inactives show top-dose activity change, negative = decrease; tau K18 P301L (four-repeat tau fragment) Alexa594 fluorescence, heparin fibrillization; AID 1463; actives 0.93% (n = 280,000); also: % is scaled to controls: 0 for no effect and ±100 for the full control effect; nearly all actives have a fitted effect of over 55% in size
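Human K18 P301L tau (15 uM unlabeled plus 0.24 uM Alexa 594-labeled, final) in 100 mM sodium acetate pH 7 was mixed with compound and 20 uM heparin and incubated 6 hr at 37 C.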
KDM4E inh – blocks human JMJD2E demethylase activity. JMJD2E catalytic domain, FDH-coupled NADH fluorescence (FDH is formaldehyde dehydrogenase). B2RXH2. Potency, µM (top dose mostly 57.1 µM), without a hit: top-dose activity change, negative = inhibition, hits mostly inhibitors. actives 1.6% (n = 230,000); active = well fitted inhibition curve with a large enough effect, not every such curve was filed as active; inconclusive = small, poorly fitted or top-dose-only effect, or another doubt; inactive = no such curve, though single readings can be large or run the other way;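 also: 0% = wells with enzyme and -100% = buffer wells without enzyme; nearly all actives have a fitted effect of over 50% in size; many of its hits are not listed in these tables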
Target sequence (B2RXH2 1-337 limits assumed): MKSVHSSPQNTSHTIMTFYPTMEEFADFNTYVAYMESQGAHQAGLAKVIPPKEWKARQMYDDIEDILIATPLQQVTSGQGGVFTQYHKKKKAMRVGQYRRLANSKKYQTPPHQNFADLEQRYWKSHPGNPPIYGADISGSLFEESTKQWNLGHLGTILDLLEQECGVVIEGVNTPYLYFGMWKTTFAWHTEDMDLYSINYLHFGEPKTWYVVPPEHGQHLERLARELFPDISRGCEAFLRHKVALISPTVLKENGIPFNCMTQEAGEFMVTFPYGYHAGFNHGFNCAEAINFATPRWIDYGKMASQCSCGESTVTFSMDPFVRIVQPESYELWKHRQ
The depositor's hits bear a star; ? = inconclusive; . = no result given; & = joins results of further samples; [ ] = dose if it differs, or a comment. Unless noted, calls follow the shape of the dose curve; as a rule, active = well fitted curve in the direction sought with a large enough effect; inconclusive = small, poorly fitted or top-dose-only effect, or another doubt; inactive = no such curve, though single readings can be large; an effect the other way counts as inactive or inconclusive. Potency is read from the fitted curve at half-maximal effect. This is a subset (hit frequency here may not be typical).

SMILES	HTT cytoprotect	Tau fibril ThT	HTT aggregate	ALDH1A1 block	SMN2 splice up	Tau FP inhib	Tau fluor counter	KDM4E inh
C/C(=N/NC(N)=S)c1ccccc1[N+](=O)[O-]	29.2%	-9.4%	17.2%	-2.2%	-15.1%	-8.7%	-7.7%	-0.7%
CCc1ccc(NC(=O)CSc2nnc(CC)c(CC)n2)cc1	-0.6%[10 µM]	?	-0.1%	?	-15.4%	2.5%&1.5%	-15.0%&-18.2%	-3.8%
Cc1cc(=O)[nH]c(SCCOc2ccc(OC(C)C)cc2)n1	-71.4%[inhibitor][0.074 µM]	-9.5%	17.9%	?	?	2.0%	0.3%	-2.6%
C/C(CC(=O)Nc1ccc2c(c1)OCO2)=N\NC(=O)C(c1ccccc1)c1ccccc1	?	-4.1%	-5.1%	3.16µM*	-13.1%	6.3%	-12.2%	-11.9%
COc1ccc(NC(=O)CCc2nnc3n(CC(C)C)c(=O)c4ccccc4n23)cc1OC	.	4.2%	.	.	-12.1%	-3.9%	-0.7%	.
CN(C)c1ccc(C(=S)N2CCNCC2)cc1	-3.3%[10 µM]	9.3%	-7.0%	8.1%	?	7.1%	6.7%	0.1%
CCOC(=O)CC/C(C)=N\N=C1\SC(CC(=O)O)C(=O)N1c1ccccc1 (stereo unspecified)	10.7%[10 µM]	2.5%	8.0%[9.22 µM]	.	.	-4.2%	3.9%	43.1%[activator]
CS(=O)(=O)NCc1ccc(C(=O)NCc2ccccc2)cc1	3.3%	2.8%	-18.7%	3.8%	-3.7%	-3.4%	3.9%	?
CC(C)C(=O)Nc1ccccc1C(=O)N/N=C/c1ccc([N+](=O)[O-])cc1	-11.7%	?	-13.2%	-2.3%	10.5%	6.8%	?	6.9%
COc1ccccc1N1CCN(Cc2nc(N)nc(Nc3ccc(C)c(Cl)c3)n2)CC1	-11.1%[10 µM]	?	-23.0%	?	-54.9%[inhibitor]	5.5%	?	-8.1%
Cn1nnc(NC(=S)NC(=O)c2cc3ccccc3o2)n1	11.0%[10 µM]	1.0%	6.7%[9.22 µM]	.	.	-0.8%	10.3%	-10.6%
O=C(CSc1nc2ccccc2o1)Nc1ccccc1N1CCOCC1	-20.2%	-9.9%	1.6%	5.6%	-10.7%	-3.7%	-17.1%	4.1%
COc1ccc(C(C(=O)NCCC(C)C)N(CCN2CCOCC2)C(=O)Cn2nnc3ccccc32)c(OC)c1 (stereo unspecified)	-10.0%[10 µM]	1.0%	6.2%[9.22 µM]	0.1%	.	1.6%	-3.7%	2.7%
Cc1ccccc1NC(=O)CCC(=O)N/N=C/c1ccncc1	-16.8%	?	-9.4%	14.2%	-34.3%[inhibitor]	15.2%	?	2.0%
Cc1ccc(/C([O-])=C(/C(=S)NCc2ccc3c(c2)OCO3)[n+]2ccc(N(C)C)cc2)c(C)c1	-70.0%[inhibitor][10 µM]	-7.5%	?	?	25.4%	1.4%	-2.4%	4.3%
COc1ccccc1Nc1nnc(SCC2CCCCO2)s1 (stereo unspecified)	-185.3%[inhibitor]	0.3%	?	31.6µM*	?	14.5%	-2.4%	-29.5%
CC(C)(CNc1ccc([N+](=O)[O-])cc1C#N)N1CCOCC1	-9.4%[10 µM]	1.0%	12.9%	2.24µM*	-4.4%	4.5%	2.5%	-25.5%
COc1ccc(NS(=O)(=O)c2cccc(C(=O)N/N=C/c3ccc(O)cc3)c2)cc1	-9.2%[10 µM]	-18.1%	1.9%	?	23.0%	-1.6%	-25.2%	?
CCOC(=O)c1cnc2ccccc2c1NCCc1ccc(OC)c(OC)c1	-0.3%	?	-22.7%	8.9%	-20.7%&-10.2%	-4.3%&2.6%	-28.9%&-2.6%	0.2%
CCOC(=O)N1CCN(c2ccc(C(=O)CC)cc2F)CC1	10.4%	?	6.5%	-7.0%	-11.2%	?	-8.4%	-0.7%
CS(=O)(=O)N1CCC(Oc2ccccc2C(=O)NCCCc2cccnc2)CC1	-13.9%[10 µM]	-9.6%	-11.8%[9.22 µM]	-1.9%	.	3.6%	0.3%	-3.4%
CCOc1ccc(N(CC(=O)Nc2cccnc2)S(C)(=O)=O)cc1	.	2.7%	.	0.3%	-1.9%	3.0%	8.6%	8.9%
Cc1cccc(Nc2n[nH]c(=S)s2)c1C	-19.9%	?	21.9%	3.55µM*	-7.2%	-20.9%	-18.0%	12.6µM*
O=C(CN(Cc1ccc2c(c1)OCO2)C(=O)CNS(=O)(=O)c1ccccc1)NCC1CCCO1 (stereo unspecified)	2.4%[10 µM]	-14.6%	1.9%	?	-2.7%	-7.7%	-9.6%	9.1%
CCN(C(=O)c1cc2c(=O)[nH]c3ccc(C)cc3c2s1)c1ccc(OC)cc1	0.4%[10 µM]	-16.5%	0.6%[9.22 µM]	.	.	?	-21.4%	10.3%
CC(=O)Nc1ccc(C#Cc2ccc(NC(C)=O)cc2)cc1	-9.8%	-8.5%	31.5%	?	?	6.9%	-0.4%	?
Cc1ccc(C)c2sc(NC(=O)c3ccc(N4C(=O)CCC4=O)cc3)nc12	.	-2.4%	1.7%	?	-11.7%	-5.5%	-1.7%	?
Cc1cc(C(=O)NC2Cc3ccccc3C2)c(C)o1	12.7%[10 µM]	-8.8%	4.8%[9.22 µM]	-7.1%	.	2.5%	-14.3%	9.0%
COCc1cc(=O)[nH]c(/N=C(\N)Nc2ccc(C)cc2C)n1	-17.8%	-6.4%	12.6%	14.9%	.	5.7%	1.9%	2.9%
COc1cccc(N(CC(=O)N2CCN(C)CC2)S(=O)(=O)c2ccc(C)cc2)c1	8.7%	-7.1%	16.5%	-6.9%	2.8%	-4.3%	-4.4%	-2.6%

3 of the compounds above, with two lines to a compound.
Every second line gives: HTT cytoprotect, Tau fibril ThT, HTT aggregate, ALDH1A1 block, SMN2 splice up, Tau FP inhib, Tau fluor counter, KDM4E inh
> COc1ccccc1Nc1nnc(SCC2CCCCO2)s1 (stereo unspecified)
    -185.3%[inhibitor], 0.3%, ?, 31.6µM*, ?, 14.5%, -2.4%, -29.5%
> Cc1ccc(C)c2sc(NC(=O)c3ccc(N4C(=O)CCC4=O)cc3)nc12
    ., -2.4%, 1.7%, ?, -11.7%, -5.5%, -1.7%, ?
> CCOC(=O)c1cnc2ccccc2c1NCCc1ccc(OC)c(OC)c1
    -0.3%, ?, -22.7%, 8.9%, -20.7%&-10.2%, -4.3%&2.6%, -28.9%&-2.6%, 0.2%

Remaining list, next part:
SMILES	HTT cytoprotect	Tau fibril ThT	HTT aggregate	ALDH1A1 block	SMN2 splice up	Tau FP inhib	Tau fluor counter	KDM4E inh
c1ccc(NC(=NCc2ccco2)c2ccccc2)cc1	-16.2%	-4.8%	0.5%	5.9%	-12.3%	-2.8%	-3.2%	2.9%
O=C(Nc1nccs1)c1cc(Cl)ccc1[N+](=O)[O-]	-16.3%[10 µM]	-7.4%	0.8%	-5.6%	-16.3%	5.8%	-12.2%	-4.6%
CN1/C(=C/C(=O)C2CCC2)Sc2ccccc21	-27.6%	-16.1%	-3.8%	3.55µM*	?	4.4%	-6.7%	-4.7%
COc1cc(Br)cc(-c2nc3c(c(=O)[nH]c(=O)n3Cc3ccccc3)n2C)c1O	-18.0%[10 µM]	?	20.2%	5.1%	-14.4%	-1.1%	-16.4%	-2.3%
CCOc1cc(C(=O)Nc2c(NC)c3ccccc3oc2=O)cc(OCC)c1OCC	.	8.0%	.	.	1.8%	-10.2%	-5.6%	.
Cc1ccc(CN(Cc2cccnc2)C(=O)CN2C(=O)COc3ccccc32)o1	-16.9%	?	-7.6%	28.2µM*	-9.8%	-6.5%	-6.2%	1.0%
Cc1noc(C(=O)NC2CCCCC2)c1Cl	-9.3%[10 µM]	.	-16.8%[9.22 µM]	.	.	-0.1%	18.8%	10.1%
COc1ccc(C(=O)NC(=S)Nc2ccc(N3CCCC3)cc2)cc1OC	6.1%[1.9 µM]	?	?	3.55µM*	-14.4%	2.9%	?	6.7%
Cc1ccc(NC(=S)N(CCCN2CCN(C)CC2)Cc2cccs2)cc1	.	6.3%	26.6%	?	5.2%	-0.9%	5.0%	-3.6%
COC(=O)c1cc(OC)c(OC)cc1NC(=O)c1ccc2c(c1)CCN2S(C)(=O)=O	.	-5.0%	.	.	2.7%	3.5%	-5.0%	.
COCCCn1c(=O)/c(=C\c2ccccc2OC(F)F)s/c1=C(/C#N)C(=O)N1CCOCC1	-38.0%	-6.3%	15.4%	6.31µM*	-10.3%	11.1%	-16.6%	-3.8%
Cc1ccc(O)c(C(=O)c2cc(C#N)c(=O)n(Cc3ccccc3)c2)c1	-15.7%	-0.3%	18.9%	5.9%	10.8%	-3.2%	-5.3%	-0.4%
COC(=O)CCNCCSc1nnc(-c2ccco2)n1Cc1ccccc1	9.1%[10 µM]	-2.0%	-18.8%[9.22 µM]	.	.	0.8%	2.1%	?
CC(C)OCCCNC(=O)CN1CCN(Cc2ccccc2Cl)C1=O	12.5%[10 µM]	-10.8%	10.1%	-3.7%	6.6%	1.3%	-6.3%	4.0%
O=c1c(O)c(-c2ccc(O)c(O)c2)oc2c(OC[C@@H]3O[C@@H](O)[C@@H](O)[C@H](O)[C@H]3O)c(O)cc(O)c12	12.6%[1.9 µM]	10µM*	.	?	.	-14.6%	-20.8%	5.01µM*
CSc1nnc(NC(=O)c2cc(=O)c3cc(C)c(C)cc3o2)s1	.	?	.	.	-10.2%	2.3%	-5.4%	.
COCCCNC(=O)CSc1nc2c(sc3ccccc32)c(=O)n1CCCC(=O)NCCOC	.	-2.2%	.	.	21.2%	-2.6%	-10.4%	.
CN=c1scc(-c2cc(OC)ccc2OC)n1/N=C/c1c(C)[nH]c2ccccc12	30.0%[10 µM]	14.1µM*	30.9%	?	-9.4%	?	12.6µM*[quencher]	-10.2%
Cc1nc2ccc(S(=O)(=O)NCC(=O)N3CCCCC3)cc2s1	12.2%[10 µM]	3.3%	-3.2%	7.6%	-14.4%	0.0%	5.2%	3.7%
CCN(CC)CCN1C(=O)c2ccccc2NC1c1cc(OC)c(OC)c(OC)c1 (stereo unspecified)	-0.9%	7.4%	-6.3%	?	-4.9%	-5.3%	6.2%	?
CN(N)c1nc2ccccc2nc1C(F)(F)F	-25.3%	-6.4%	-21.1%	4.9%	3.5%	3.0%	1.5%	-2.5%
CCOc1ccccc1-n1nnnc1SCC(=O)O	12.2%[10 µM]	.	-1.8%[9.22 µM]	.	.	12.0%	16.5%	2.3%
